TAG inh: inhibitors of triacylglycerol accumulation, primary screen, cell-based, uHTS, fluorescence, H9c2; H9c2 cells, Nile Red lipid (TAG) fluorescence; cells loaded with 200 µM oleic acid; inhibition, % at 12.5 µM; 230,000 tested, 0.66% active;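 active means pattern-corrected inhibition of lipid staining of at least 50% with the nuclear-stain viability signal not falling by more than 50%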;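 further: 0% = DMSO wells and 100% = triacsin C control wells; some results filed as inactive read as strong as hits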
TAG inh DAPI viability: also measured in TAG inh; calls as there; DAPI nuclei signal change (viability), lower = more cytotoxic, %;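 whole-well DAPI fluorescence read on a plate reader as a viability signal; minus 50 percent equals half of cells still viable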
* = called active by the depositor. These rows are one share of the data. The share of hits here may be higher or lower than overall.

SMILES	TAG inh	TAG inh DAPI viability
N#CCOC(=O)C1CSC2(c3ccc(Br)cc3)CCC(=O)N12 (configuration not stated)	8	1
CCC(=O)Nc1ccc(C(=O)CN2C(=O)NC3(CCOc4ccccc43)C2=O)cc1 (configuration not stated)	1	7
O=C(c1ccc(Cl)cc1)N1CCC(C(=O)N2CCCc3ccccc32)CC1	7	-5
C=C(NC(C)=O)c1c(F)cccc1F	4	3
CN(C(=O)CN1C(=O)c2cccc(N)c2C1=O)C1CCCCC1	-10	14
O=C(CC(=O)N/N=C\c1ccc([N+](=O)[O-])cc1)NCCc1ccccc1	-6	-2
CC(C)CC(NC(=O)OC(C)(C)C)C(=O)O (configuration not stated)	4	3
CC1CCCC(C)N1C(=O)CSc1nnc(NC(=O)c2cccs2)s1 (configuration not stated)	17	-6
COc1ccc(S(=O)(=O)Nc2c(C)n(C)n(-c3ccccc3)c2=O)cc1C(=O)O	4	-6
Cn1c(CNc2nc(-c3ccccc3)cs2)nnc1SCC(=O)c1ccccc1	10	3
C/C=C/C(=O)Nc1nnc(C2CCCCC2)s1	9	-3
COCCNC(=O)C1(C)CCN(C(=O)c2sccc2C)C1 (configuration not stated)	1	6
CCc1ccc2[nH]c(=O)c(CN(Cc3ccccc3)Cc3nnnn3Cc3ccco3)cc2c1	-7	0
COc1cccc(/C=N/NC(=O)c2[nH]nc3c2CCc2ccccc2-3)c1	29	-18
COc1cc2c(oc(=O)c3cc(C)cc(OC)c32)c2c(C3OC(C)C(O)C(C)(O)C3O)ccc(O)c12 (configuration not stated)	13	-22
NC(=O)[C@@H]1CCOc2c(I)cc([N+](=O)[O-])cc2C(=O)N[C@@H](CO)C(=O)NCC(=O)N1	15	-13
CCOC(=O)c1sc(NNC(=O)c2ccc(F)cc2)nc1C	9	-12
C/C(=N\Nc1cc(N2CCOCC2)ncn1)c1cccc([N+](=O)[O-])c1	25	-18
CCCOc1ccc(C(=O)Nc2ccc(S(=O)(=O)Nc3onc(C)c3C)cc2)cc1	13	3
CCC1(C(=O)NC(=Nc2ccccc2)Nc2ccccc2)CCOC1=O (configuration not stated)	0	2
COCCN(CCOC)S(=O)(=O)c1ccc(C(=O)Nc2nnc(CSC)o2)cc1	5	-12
COc1cc(C(=O)N2CCN(CC(O)COc3ccccc3)CC2)cc(OC)c1OC (configuration not stated)	2	-1
Cc1ccc(NCCC(=O)c2cccs2)cc1	-12	5
CCN1C(=O)[C@H]2[C@@H](c3ccc(OC)cc3)N[C@]3(CCCN(Cc4ccc(C(F)(F)F)cc4)C3=O)[C@H]2C1=O	-4	-9
CC(C)(C)C(=O)Cn1ncc(N2CCOCC2)c(Br)c1=O	6	6

(continued)
SMILES	TAG inh	TAG inh DAPI viability
Cc1cccc(COc2ccccc2C(=O)NC2CCC(O)CC2)c1 (configuration not stated)	-1	-6
CCN(CC)S(=O)(=O)c1cc(NC(=O)c2ccc3c(c2)NC(=O)C(C)S3)ccc1C (configuration not stated)	17	-4
CCCOc1cccc(/C=N/NC(=O)c2csc(C)c2C)c1	4	3
CS(=O)(=O)Nc1ccccc1C(=O)NCc1ccco1	7	-6
CC1C(=O)N(Cc2cn(CCC3OCCCO3)nn2)CCS(=O)(=O)N1Cc1ccc(-c2cccc(N(C)C)c2)cc1 (configuration not stated)	4	8
COc1ccc(-n2c(-c3ccc(Br)cc3)n[nH]c2=S)cc1	13	-2
Nc1ccn([C@@H]2O[C@H](CNCc3cnc(N4CCOCC4)s3)[C@@H](O)[C@H]2O)c(=O)n1	-5	-3
Cn1c(CN2CCOCC2)nnc1SCC(=O)NCCc1ccccc1	1	0
CC(C)(C)NC(=O)NC(=O)COC(=O)COc1ccc2c(c1)CCC2	-5	15
Cc1cccc(/C=N/n2c(-c3ccncc3)n[nH]c2=S)c1	-4	6
Cc1cc(C)n(-c2nc(NCC(C)O)c3c4c(sc3n2)CCCC4)n1 (configuration not stated)	10	-5
COCCN(CCOC)Cc1c(C)[nH]c2ccccc2c1=O	12	-4
CCC(C)NC(=O)c1ccc(CN2CCc3ccccc3C2)cc1 (configuration not stated)	-4	-5
COc1ccc(OCC(=O)Nc2ccc(N3CCC(C)CC3)cc2)cc1	-27	-2
Cc1ccc(S(=O)(=O)NNC(=O)c2ccc(F)cc2)cc1	-3	3
Cc1nc(-c2nc(-c3c(C(=O)NNC(=O)Nc4cccc(Cl)c4)noc3C)cs2)cs1	3	2
CCn1cc(CN2CCN(Cc3ccsc3)C(CCO)C2)cn1 (configuration not stated)	8	11
COc1ccccc1NS(=O)(=O)c1cccc(C(=O)NNC(=O)C(C)NC(=O)c2ccco2)c1 (configuration not stated)	0	-1
Cc1cc(/C=C2/C(=N)N3C(=NC2=O)SN=C3S(C)(=O)=O)c(C)n1-c1ccccc1	-13	-3
N#C/C(=C\c1cccnc1)C(=O)Nc1ccc(Cl)cc1	18	-2
COc1cc(/C=C/C(=O)OCC(=O)NC(=O)NC(C)(C)C)cc(OC)c1OC	19	5
CC1Cc2ccccc2N1C(=O)CN(C)CC(=O)Nc1cccc(F)c1 (configuration not stated)	-9	2
CC1C(C#N)=C(N)OC2=C1C(=O)CC(c1ccccc1)C2 (configuration not stated)	9	-7
CN(Cc1ccccc1)C(=O)c1cccc(NC(=O)Cc2ccc(NC(=O)C3CCCN(C(=O)C4CCCCC4)C3)cc2)c1 (configuration not stated)	-6	-3
O=C(NCc1ccc(F)cc1)C1CCCN(C(=O)Nc2ccccc2)C1 (configuration not stated)	23	6

Molecules from the list above that contain fluorine (6):
SMILES	TAG inh	TAG inh DAPI viability
C=C(NC(C)=O)c1c(F)cccc1F	4	3
CCOC(=O)c1sc(NNC(=O)c2ccc(F)cc2)nc1C	9	-12
CCN1C(=O)[C@H]2[C@@H](c3ccc(OC)cc3)N[C@]3(CCCN(Cc4ccc(C(F)(F)F)cc4)C3=O)[C@H]2C1=O	-4	-9
Cc1ccc(S(=O)(=O)NNC(=O)c2ccc(F)cc2)cc1	-3	3
CC1Cc2ccccc2N1C(=O)CN(C)CC(=O)Nc1cccc(F)c1 (configuration not stated)	-9	2
O=C(NCc1ccc(F)cc1)C1CCCN(C(=O)Nc2ccccc2)C1 (configuration not stated)	23	6

Rewritten comma-delimited: entries from further up
structure,TAG inh,TAG inh DAPI viability
CC1Cc2ccccc2N1C(=O)CN(C)CC(=O)Nc1cccc(F)c1 (configuration not stated),-9,2
CC1C(C#N)=C(N)OC2=C1C(=O)CC(c1ccccc1)C2 (configuration not stated),9,-7

Additional results:
SMILES	TAG inh	TAG inh DAPI viability
O=C(Nc1cc(Cl)ccc1F)C1=COCCO1	-2	4
C[C@@H]1CN([C@H](C)CO)C(=O)CCCn2cc(nn2)CO[C@H]1CN(C)C(=O)CCC(F)(F)F	8	0
CC(C)(CN1CCc2ccccc2C1)NS(=O)(=O)c1ccccc1	-7	-1
COC(=O)c1ccc(C(c2c(C)n(C)n(-c3ccccc3)c2=O)c2c(C)n(C)n(-c3ccccc3)c2=O)cc1	5	-6
CCCCCCNC(=O)Cc1c(O)c2ccccc2[nH]c1=O	-5	-7
COc1cc(N)c(Cl)cc1C(=O)OCC(=O)NCC1CCCO1 (configuration not stated)	6	-8
O=C(NCCCN1CCCC1=O)[C@H](CSCc1ccccc1)N1Cc2ccccc2C1=O	-7	-5
CS(=O)(=O)c1sc2nc(-c3cccs3)cc(-c3ccccc3)c2c1N	-13	10
CCc1nc2c(OCc3cccc(Cl)c3)cccn2c1N(C)C(=O)CC(C)C	2	-5
CCN1CCN(C(=O)N2CCOCC2)CC1	15	-7
Cc1cccc(NC(=O)c2nc[nH]c2C(=O)NCCCCCCNC(=O)c2[nH]cnc2C(=O)Nc2cccc(C)c2)c1	76*	-19*
COc1ccc(-c2cc(C(F)(F)F)n3ncc(C(=O)N4CCc5ccccc5C4)c3n2)cc1	1	9
CCC(C)NC(=O)CC1Oc2ccc(Cl)cc2NC1=O (configuration not stated)	-8	3
COCCNC(=O)C1(C)CCCN(C(=O)c2cccc(C(F)(F)F)c2)C1 (configuration not stated)	1	13
O=C(CN1CCCCC1)Nc1ccc(C(F)(F)F)cc1Cl	1	0
COc1ccccc1C(=O)NC(CCSC)C(=O)NNC(=O)c1csc(N2CCOCC2)n1 (configuration not stated)	4	-9
CCCN(CCC)CC(=O)NCC1(c2ccccc2)CCOCC1	29	-19
CCN(CC)CC(C)(C)C(=O)/C=C/c1ccc(/C=C/C(=O)C(C)(C)CN(CC)CC)cc1	112*	-32*
CC(Cc1ccccc1)N/C=C1\CC(=O)NC1=O (configuration not stated)	-10	8
Cc1cnc(NC(=O)C2(c3ccccc3)CC2)s1	6	-7
Cc1ccc(F)c(S(=O)(=O)NC(=O)C2(C)CCN2C(=O)CCc2cccs2)c1 (configuration not stated)	18	-5
CCCCCCSC1=C(C#N)C(=O)NC2(CCCCC2)S1	1	4
COc1ccccc1NS(=O)(=O)c1cccc(C(=O)N2CCCCCC2)c1	-15	3
O=S(=O)(c1ccccc1)N1CCN(Cc2ccccc2)c2ccccc21	-20	5
Cc1ccc(NC(=S)c2nc3ccccc3s2)cc1	-2	5

Next part
SMILES	TAG inh	TAG inh DAPI viability
CCOc1ccc(N=C2NC(=O)S/C2=C\c2ccc(Cl)cc2)cc1	20	-14
Cc1ccccc1OCC(=O)NNC(=O)C1CCN(c2ncnc3sc(C)c(C)c23)CC1	-14	-1
Cc1ccc(C2=NS(=O)(=O)N(C)C(C(=O)NCc3ccc(F)cc3)=C2)cc1	-1	16
C=C(C)c1cccc(C(C)(C)NC(=O)Nc2cc(C)ccc2OC)c1	34	2
Cc1nn(C)c(Cl)c1C(=O)NCC(=O)Nc1ccc(C(C)C)cc1	0	10
COC(=O)C1(C(F)(F)F)N=C2Sc3ccccc3N2C(N2CCOCC2)=N1 (configuration not stated)	5	3
CCC(C)c1ccc(NC(=O)C2=CC=CN3CCS(=O)(=O)N=C23)cc1 (configuration not stated)	19	-6
CCOc1ccc2nc(SCC(=O)Nc3ncccn3)[nH]c2c1	4	-4
COCCNC(=O)C1CC(c2ccc(C(F)(F)F)cc2)=NO1 (configuration not stated)	-9	9
CCC(=O)NC(c1ccco1)c1cc(Cl)c2cccnc2c1OC (configuration not stated)	4	-1
Cc1ccc(OC(C)C(=O)N2CCc3ccccc32)c([N+](=O)[O-])n1 (configuration not stated)	0	-3
CNc1nc(NCc2ccc(C)cc2C)c2sccc2n1	-18	-3
COc1ccc(C2C(C#N)=C(N)Oc3cc(C)[nH]c(=O)c32)cc1OC (configuration not stated)	-5	9
O=C(CSc1nnc(Cc2ccccc2)o1)c1ccc(F)cc1	6	-6
CC(NC(=O)c1ccccc1)C(=O)OCC(=O)c1c(N)n(C)c(=O)n(C)c1=O (configuration not stated)	4	-4
CCc1nnc(NC(=O)c2cccc(S(=O)(=O)N(C)c3ccccc3)c2)s1	-5	15
COc1c(Cl)cccc1-c1cn2ccc(C)cc2n1	1	0
COc1ccc(N2CCN(CC(O)c3c[nH]c4ccc(OC)cc34)CC2C)cc1 (configuration not stated)	24	9
CC1CN(c2ccc([N+](=O)[O-])cn2)CC(C)O1 (configuration not stated)	6	-3
Cc1ccc(C)c(OCC(=O)NCC(C)(C)N2CCOCC2)c1	-9	6
CC(C)CC1NC(=O)c2cccnc2-n2c1nc1cc(F)ccc1c2=O (configuration not stated)	4	-10
O=C(Cc1ccccc1)c1ccc(O)cc1O	-1	5
Cc1ccc(-c2cc(-c3ccccc3)c(C#N)c(N)n2)o1	-11	11
O=C(NCc1cccs1)c1cccn2c(=O)c3sccc3nc12	5	11
Cc1cc(C)nc(SCC(=O)c2ccc(O)cc2O)n1	-5	0

Record cards (already shown). Values in the order: TAG inh | TAG inh DAPI viability
Results for CC(NC(=O)c1ccccc1)C(=O)OCC(=O)c1c(N)n(C)c(=O)n(C)c1=O (configuration not stated) → 4 | -4
Results for Cc1nn(C)c(Cl)c1C(=O)NCC(=O)Nc1ccc(C(C)C)cc1 → 0 | 10
Results for CC(C)CC1NC(=O)c2cccnc2-n2c1nc1cc(F)ccc1c2=O (configuration not stated) → 4 | -10
Results for Cc1ccc(OC(C)C(=O)N2CCc3ccccc32)c([N+](=O)[O-])n1 (configuration not stated) → 0 | -3

Next section:
SMILES	TAG inh	TAG inh DAPI viability
CC1Cc2ccccc2N1S(=O)(=O)c1cccc(C(=O)NCc2ccco2)c1 (configuration not stated)	-14	7
O=C(Oc1ccc2ccc(=O)oc2c1)N1CCOCC1	8	-3
O=C(CN1CCN(c2ccccc2O)CC1)NC(=O)NC1CCCC1	12	5
CCOC(=O)C1(CC2CC2)CCN(Cc2ccc3cccc(F)c3n2)CC1	-15	19
COCC(=O)N1CCc2ccc(NC(=O)c3ccc(C(F)(F)F)cc3)cc2C1	-3	2
COc1ccc(NC(=O)Cn2ccc(C(F)(F)F)n2)cc1S(=O)(=O)N1CCOCC1	1	-7
NC(=O)c1oc2ccccc2c1NC(=O)c1ccc(F)cc1	8	6
CCCCn1c(SCC(=O)c2ccc(OC)c(OC)c2)nc2cc(S(N)(=O)=O)ccc21	17	-11
COc1ccc(CNc2c(CO)cnc3c2cnn3C)cc1	-4	4
CC(C)Oc1ccc(/C=C(/NC(=O)c2ccccc2)C(=O)NCCC(=O)O)cc1	2	-5
O=C(Nc1nc(-c2ccc(S(=O)(=O)N3CCCC3)cc2)cs1)c1ccco1	25	-16
CCOC(=O)C1C(=O)CC(C)(O)C(C(=O)OCC)C1c1cc(Br)ccc1OC (configuration not stated)	-16	6
O=C(Nc1nnc(C2CC2)s1)c1ccc(Cl)nc1	-10	-2
Cc1cc(S(=O)(=O)Nc2ccc(C(=O)NCCCn3ccnc3)cc2)ccc1F	1	-2

From PubChem BioAssay
